phage Ecoli inh – E. coli growth loss with phage present; growth absorbance; 0.26% of 360,000 active; AID 651602; inhibition, % at 11.9 µM; in the data active = inhibition above about 11%
AddAB inh – less growth of phage-infected E. coli with AddAB. E. coli expressing H. pylori AddAB, absorbance growth. inhibition, % at 11.9 µM. 0.29% of 330,000 active. AID 435030; in the data active = inhibition above about 12%;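 note: 0% = vehicle wells of infected cells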
Rtt109 Vps75 – blocks Candida albicans Rtt109/Vps75 acetyltransferase activity; Q5AAJ8; purified Rtt109/Vps75, ThioGlo CoA-SH fluorescence, 4 h; inhibition, % at 34.9 µM; 0.16% of 330,000 active;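 active = inhibition of at least 50% in every replicate; inconclusive = best replicate reaches 50% inhibition but some replicates fall short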
Target sequence (Q5AAJ8 whole entry, looked up): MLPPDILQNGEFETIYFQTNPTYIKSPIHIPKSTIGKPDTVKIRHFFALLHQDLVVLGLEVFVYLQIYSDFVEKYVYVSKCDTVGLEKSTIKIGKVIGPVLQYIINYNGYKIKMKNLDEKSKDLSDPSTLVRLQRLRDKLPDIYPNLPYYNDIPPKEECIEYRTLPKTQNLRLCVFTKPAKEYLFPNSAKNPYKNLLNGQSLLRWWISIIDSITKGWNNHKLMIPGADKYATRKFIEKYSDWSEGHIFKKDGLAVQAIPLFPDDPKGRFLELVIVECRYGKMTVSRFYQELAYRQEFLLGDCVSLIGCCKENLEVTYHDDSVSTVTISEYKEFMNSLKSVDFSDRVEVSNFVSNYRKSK
CAL PDZ FP – inhibitors of human CAL PDZ peptide binding; Q9HD26; purified CAL PDZ, TMR-peptide fluorescence polarization, 1 h; inhibition, % at 20 µM; 0.02% of 330,000 active; AID 504414;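 active = highest replicate inhibition of at least 40%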;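 note: plate controls were DMSO neutral control wells for no effect and unlabeled competitor peptide control wells for full effect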
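System: purified tagged CAL PDZ domain construct (CerCALP). Schedule: 1 h incubation at room temperature before polarization reading. Medium: 25 mM sodium phosphate pH 7.4, 150 mM NaCl, TCEP, IgG, Thesit. Read-out: percent inhibition from loss of millipolarization. Measured by: FP readout, S and P plane fluorescence. Probe or stimulus: fluorescent TMR peptide probe.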
Tat transport – blocks Tat-dependent protein export in E. coli; E. coli MC4100 TorA-mCherry Tat export, fluorescence; inhibition, % at 10 µM; 0.036% of 340,000 active;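 active = mean replicate inhibition at least 50% and at least half of replicates individually reaching 50%; inconclusive = only one of the two criteria met; inactive = neither criterion met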;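 note: exported cargo escapes ClpAP degradation while cytoplasmic cargo is degraded and loses fluorescence; 0% = median of neutral control wells and 100% = median of NaSCN control wells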
E coli growth – reduces bacterial viability in AddAB counter-screen. E. coli V3065 growth, OD600 absorbance, 18 h. 0.27% of 330,000 active. AID 449728. inhibition, % at 11.9 µM;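 active = inhibition above the campaign's mean inhibition across all tested compounds plus 3 SD, cut at about 9.9% in these data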;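 note: uninfected addAB+ strain grown without phage in ampicillin broth; 0% = DMSO wells and 100% = ciprofloxacin 0.95 µg/ml wells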
PvdQ inh – blocks Pseudomonas aeruginosa PvdQ acylase activity; AID 488965; 0.063% of 340,000 active; inhibition, % at 10 µM; purified PvdQ acylase, fluorescence plate reader; in the data active = inhibition above about 30%, passing the limit was not always enough; inconclusive = no clear call, values can overlap the other calls;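 note: 0% = vehicle neutral wells and 100% = reference inhibitor wells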
Wnt bcat act – activates Wnt/beta-catenin signaling in a reporter cell assay. activator, plate reader. activation, % at 9.35 µM. 1.2% of 300,000 active; in the data active = activation above about 30%, passing the limit was not always enough; inconclusive = no clear call, values can overlap the other calls;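 note: 0% = neutral control wells and 100% = positive control wells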
DAGLB inh – diacylglycerol lipase beta (human) inhibition | HEK293T DAGLB membrane lysate, EnzChek fluorogenic substrate | 0.059% of 340,000 active | AID 504411 | inhibition, % at 5.17 µM | Q8NCG7; in the data active = inhibition above about 34%;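 note: 0% = enzyme with vehicle and 100% = wells lacking enzyme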
Target sequence (Q8NCG7 whole entry, looked up): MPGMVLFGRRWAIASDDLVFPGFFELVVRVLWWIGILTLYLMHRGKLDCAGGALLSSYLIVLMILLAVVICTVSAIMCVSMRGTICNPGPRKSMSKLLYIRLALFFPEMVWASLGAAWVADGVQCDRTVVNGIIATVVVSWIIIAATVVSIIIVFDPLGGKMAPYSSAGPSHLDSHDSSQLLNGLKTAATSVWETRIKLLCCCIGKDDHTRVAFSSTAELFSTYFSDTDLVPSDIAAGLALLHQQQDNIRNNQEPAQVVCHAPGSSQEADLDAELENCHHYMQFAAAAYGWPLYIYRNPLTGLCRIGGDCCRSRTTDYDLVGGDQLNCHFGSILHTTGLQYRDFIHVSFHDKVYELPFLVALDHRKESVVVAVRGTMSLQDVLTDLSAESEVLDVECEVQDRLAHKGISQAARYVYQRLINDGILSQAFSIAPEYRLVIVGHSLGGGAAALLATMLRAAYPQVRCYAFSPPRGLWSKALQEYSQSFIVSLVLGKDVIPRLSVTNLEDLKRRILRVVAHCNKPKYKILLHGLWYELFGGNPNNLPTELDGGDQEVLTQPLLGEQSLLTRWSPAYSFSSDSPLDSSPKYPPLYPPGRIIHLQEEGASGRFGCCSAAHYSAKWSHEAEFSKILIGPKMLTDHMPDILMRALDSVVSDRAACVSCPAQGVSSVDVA
PfHsp90 set2 – reduces growth (ATP signal) of yeast expressing P. falciparum Hsp90. S. cerevisiae expressing PfHsp90, BacTiter-Glo ATP, 48 h; yeast lacking PDR1 and PDR3 efflux regulators. inhibition, % at 9.4 µM. 0.32% of 310,000 active;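 active = every replicate shows inhibition above about 80%, whatever the replicate mean, limit read from the data; inconclusive = mean inhibition reaches the set limit but some replicate falls short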;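 note: 0% = DMSO neutral controls and 100% = 20 µM radicicol positive controls; yeast relying on Plasmodium falciparum Hsp90 in place of its own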
The depositor's hits bear a star; ? = inconclusive; . = no result given; & = joins results of further samples. The order is random, and some 1.9% of all compounds hit somewhere here.

SMILES | phage Ecoli inh | AddAB inh | Rtt109 Vps75 | CAL PDZ FP | Tat transport | E coli growth | PvdQ inh | Wnt bcat act | DAGLB inh | PfHsp90 set2
COc1ccc(NC(=O)CSc2nnc(Cc3cccn3C)n2-c2ccc(F)cc2)cc1 | 1.7 | 7.3 | 4 | -0.2 | 7 | 0.5 | -15 | -2 | -2 | 37
CC(C)=CC1C(C(=O)Nc2ccc(S(=O)(=O)N3CCOCC3)cc2)C1(C)C (stereo not given) | 2.9 | -1.4 | 15 | -2.6 | -3 | -0.3 | 4 | -2 | -3 | .
OCC1(Cc2ccccc2)CCCN(Cc2cn[nH]c2-c2ccccc2)C1 (stereo not given) | 3.2 | 2.4 | -12 | -0.7 | 4 | 3.1 | -13 | -6 | 2 | -8
COc1cc(-c2nccc3cc4c(cc23)OCO4)cc(OC)c1OC | 1.8 | . | 2 | -1.4 | -4 | . | -10 | -6 | -2 | 3
CCN1CCN(S(=O)(=O)c2cc(OC)c(Cl)cc2OC)CC1 | 0.2 | 4.0 | 5 | -2.4 | -1 | 0.0 | -8 | -3 | 4 | -7
Cc1cc2ncn(-c3ncnc4sc(C)c(C)c34)c2cc1C | 1.7 | -0.5 | -13 | -2.0 | -2 | -3.2 | -9 | . | 3 | -17
O=C(O)CCc1ccc(-c2ccc(F)cc2)n1CCC(=O)O | -0.9 | -1.6 | 1 | 0.8 | 1 | 0.2 | -5 | . | -1 | 13
Cc1ccc2c(c1)N(C(C)C(=O)NCc1ccc3c(c1)OCO3)C(=O)CO2 (stereo not given) | 2.1 | -0.5 | 0 | -0.6 | -6 | -1.8 | -11 | 0 | -1 | 13
CCC(C(=O)OCC(=O)Nc1cc(C)ccc1OC)c1ccccc1 (stereo not given) | 1.9 | 3.3 | . | -3.6 | -2 | 0.5 | 4 | -3 | -7 | 23
CC1CCN(C(=O)CN(c2cccc(F)c2)S(C)(=O)=O)CC1 | 4.3 | -1.3 | 3 | . | 10 | -0.6 | 22 | 0 | -2 | 7
Fc1cccc(/C=N/Nc2nncc3ccccc23)c1 | 3.1 | 0.3 | 1 | -1.3 | 8 | 1.4 | -3 | 0 | -4 | 12
Cc1nnc2c3ccccc3c(Cl)nn12 | 5.3 | 0.0 | 6 | -0.9 | 10 | -1.0 | 7 | 0 | -2 | 8
CCCCNC(=O)Nc1ccccn1 | -1.7 | 2.5 | 6 | -1.1 | 8 | -0.4 | -6 | . | -1 | -2
CCC(=O)N1CCc2cc(Br)c(S(=O)(=O)NCCN3CCCCC3CC)cc21 (stereo not given) | 2.1 | . | -9 | -3.7 | 5 | . | -21 | -4 | 2 | -12
Cc1nc2ccccc2c(=O)n1NC(=O)c1cccnc1Cl | 1.8 | -0.5 | -5 | 0.2 | 3 | 0.4 | 2 | -2 | 1 | 5
C=CC[C@@H](CC(=O)N[C@@H](CO)Cc1ccccc1)C(=O)NC[C@@H](OC(=O)[C@@H](CC=C)CC(=O)OC(C)(C)C)c1ccccc1 | 0.8 | 0.9 | -9 | -0.6 | -10 | -0.5 | -4 | -6 | 0 | -2
CCN(CC)CCCNC(=O)c1cn(CC)c2cc(N3CCN(C(=O)c4ccco4)CC3)c(F)cc2c1=O | 1.1 | 97* | -7 | -2.6 | 20 | 98* | -15 | -1 | -1 | -24
CSc1cccc(NC(=O)C2CCCN2S(=O)(=O)c2ccc3c(c2)CCC(=O)N3)c1 (stereo not given) | 0.9 | 0.3 | 8 | -1.4 | 3 | 0.3 | -9 | . | -1 | 5
Cc1ccc(C2NC(=O)Cc3ccccc32)cc1 (stereo not given) | 0.5 | 0.2 | 8 | -0.6 | 7 | 1.0 | 13 | . | -2 | -7
COc1ccc(N2CCN(C(=O)c3ccc(CNS(=O)(=O)c4ccc(C)cc4)cc3)CC2)cc1 | 0.9 | 2.5 | -1 | 0.0 | -5 | -1.8 | -14 | -2 | 6 | -6
CC(=O)N1CCN(C(=S)NCCc2ccccc2)CC1 | 1.6 | 2.8 | 4 | -2.5 | -8 | 1.1 | -12 | 0 | 0 | -13
CN1CCN(S(=O)(=O)c2ccc(N3CCN(c4ccccc4Cl)CC3)nc2)CC1 | -0.1 | -0.2 | 1 | -0.3 | -5 | -1.9 | -15 | -3 | 2 | 15
CC(C)n1ncc2c(C(=O)Nc3cccc(S(=O)(=O)N(C)C)c3)cc(C3CC3)nc21 | 1.2 | 1.8 | 9 | -1.2 | -3 | -0.5 | 11 | 6 | -7 | .
COc1ccc(C(=O)OCC(=O)Nc2c(C)n(C)n(-c3ccccc3)c2=O)cc1OC | 0.6 | -0.4 | -14 | -0.9 | -7 | 2.8 | -6 | -2 | 2 | -6
Cc1ccc(C(=O)Nc2nccs2)s1 | 2.1 | -0.2 | 10 | 0.0 | 7 | 1.1 | 5 | 24 | -2 | -13

Carrying on:
SMILES | phage Ecoli inh | AddAB inh | Rtt109 Vps75 | CAL PDZ FP | Tat transport | E coli growth | PvdQ inh | Wnt bcat act | DAGLB inh | PfHsp90 set2
O=C(CSc1ncccn1)N1CCN(C(=O)CSc2ncccn2)CC1 | 1.6 | -2.0 | -4 | -0.3 | 1 | -1.3 | -14 | 0 | -1 | -9
Cc1ccnc(NC(=O)CCC(=O)N(CC(=O)NCc2ccc(F)cc2)c2ccc(F)cc2)c1 | 0.5 | -0.2 | 3 | -2.1 | 7 | -1.4 | -9 | -4 | -1 | -1
COc1ccc(S(=O)(=O)N(C)c2ccc(C(=O)NC3CC3)cc2)cc1 | -1.2 | -1.1 | 8 | -0.7 | -2 | 0.5 | -18 | 4 | 1 | 1
CN1C(=O)CC(NNC(=O)c2ccccc2)C1=O (stereo not given) | 3.8 | -1.4 | 0 | 0.0 | -6 | 1.1 | 5 | -4 | 1 | -4
Cc1ccc(-c2nnc(-c3cccnc3)o2)cc1 | -0.3 | 1.9 | -11 | -1.5 | -4 | 2.9 | 13 | 27 | -5 | 4
CCCC(=O)c1ccc(N2CCCCCC2)c(F)c1 | -0.2 | 4.8 | 9 | 0.0 | -7 | 0.4 | 7 | 3 | -11 | 5
CCOc1ccccc1C1CC(c2cccc(NS(C)(=O)=O)c2)=NN1C(=O)c1ccccc1 (stereo not given) | 1.7 | 0.9 | 0 | -2.1 | 0 | 0.9 | -5 | 2 | 1 | 12
COc1ccc(C(=O)OCC(O)COC(=O)c2ccc(OC)cc2)cc1 | -3.2 | -0.1 | . | . | . | -1.6 | . | 1 | . | .
COc1ccc2[nH]c(C(=O)N(C)c3ccc(F)cc3F)cc2c1 | -0.2 | 1.3 | 7 | -1.0 | ? | -1.1 | 3 | 0 | -3 | -14
CCN1C(=O)c2cccc3c(S(=O)(=O)N(C(C)=O)c4ccc(OC(C)=O)cc4)ccc1c23 | 1.1 | 2.2 | 3 | -1.4 | -8 | 1.2 | -13 | 5 | 0 | 11
CCn1c(=O)n(CC)c2cc(N3CCCC3)c(NC(=O)c3ccc(C)cc3)cc21 | -4.6 | 0.7 | -5 | 0.1 | -3 | -0.2 | -15 | 0 | 2 | 28
O=C(c1cccc(Cl)c1)N1CCC(=O)N(C(COCc2cccc(Cl)c2)Cc2ccccc2)CC1 (stereo not given) | 1.7 | -1.8 | 14 | -1.6 | 19 | -0.2 | -8 | -6 | -9 | -7
FC(F)(F)c1cccc(NCc2n[nH]c(=S)n2C2CCCCC2)c1 | 3.5 | 3.3 | 6 | -0.7 | 6 | 0.3 | 6 | -1 | 7 | -8
CCCCn1c(N)c(N(CCOC)C(=O)c2cc(S(=O)(=O)N3CCOCC3)ccc2F)c(=O)[nH]c1=O | 0.4 | -0.7 | -6 | -4.8 | -4 | 0.2 | -9 | 4 | 4 | 22
COc1ccc(OC)c(NC(=O)CCN2CC(C)OC(C)C2)c1 (stereo not given) | 0.8 | -0.1 | 0 | . | 1 | 0.1 | -12 | -4 | -1 | .
CN(CC(=O)Nc1sccc1C(N)=O)S(=O)(=O)c1ccc(Cl)cc1 | 0.9 | 2.7 | -6 | -0.8 | -8 | 0.2 | -12 | 0 | 0 | -45
COc1ccc(CCNC(=S)NCCc2ccc(OC)c(OC)c2)cc1OC | 4.1&1.9 | 5.4 | 2 | 0.2 | 1 | 3.0 | -7 | -2&-1 | -9 | -15
Cc1c(NC(=O)Cn2ccc([N+](=O)[O-])n2)c(=O)n(-c2ccccc2)n1C | 1.7 | 2.5 | 6 | -1.0 | 0 | 6.0 | -12 | . | 1 | -31
CCN(c1ccccc1)S(=O)(=O)c1cccc(C(=O)NCC(c2cccs2)N(C)C)c1 (stereo not given) | 1.1 | -0.6 | -3 | -1.5 | 5 | -1.5 | -2 | 0 | 0 | -15
O=C(c1ccc(CS(=O)Cc2ccc(Cl)cc2)o1)N1CCN(c2cccc(Cl)c2)CC1 (stereo not given) | 3.5 | -0.4 | 11 | -1.6 | 18 | -1.6 | -9 | -2 | 3 | -20
CC(C)c1ccc(NC(=O)C2CC(=O)N(C(C)C)C2)cc1 (stereo not given) | 1.8 | 0.2 | 0 | -0.6 | -6 | 0.4 | -21 | 1 | 1 | -3
Cc1cccc(NC(=O)CCS(=O)(=O)c2ccc(Br)cc2)c1 | 1.6 | -1.7 | -7 | -1.7 | 5 | -1.4 | -13 | -1 | -4 | 4
Cc1cc(C)nc(N(C#N)CN2C(=O)c3ccccc3C2=O)n1 | . | 0.9 | -5 | -0.3 | -1 | -2.2 | 9 | 1 | 1 | 6
CN(CC(=O)Nc1cccc([N+](=O)[O-])c1)S(=O)(=O)c1ccccc1 | 2.0 | 1.7 | -1 | -1.6 | -3 | 0.4 | -1 | -3 | 2 | 29
Cc1ccc(S(=O)(=O)NCCOc2nc(N(C)C)nc(N(C)C)n2)cc1 | 3.5 | 4.1 | 0 | -0.5 | -2 | 1.4 | -3 | 1 | -2 | 44
O=C(COCC(=O)N/N=C/c1ccc(F)cc1)N/N=C/c1ccc(F)cc1 | 1.9 | -2.0 | -1 | -2.6 | -2 | -0.6 | -3 | 2 | 2 | 11
S=C(Nc1ccc2cn[nH]c2c1)Nc1ccccc1Cl | 1.9 | 0.3 | 3 | -0.6 | 5 | -1.6 | -13 | 21 | -3 | 22
COC(=O)c1oc2ccc(Cl)cc2c1N | 0.3 | 3.6 | 0 | -0.6 | 2 | 0.2 | 3 | 18 | 0 | -117
CCC(C)(c1nnnn1-c1c(C)cccc1C)N(N=O)c1ccccc1Cl (stereo not given) | 4.2 | 0.3 | -2 | -0.8 | 0 | -0.2 | 3 | . | -5 | 18

Screens (PubChem BioAssay)
